TRPN1 ag: activates the zebrafish TRPN1 channel; HEK293 zebrafish TRPN1-YFP, Fluo-8 calcium fluorescence; 100% = response to 87 µM carbachol; activation, % at 3 µM; 220,000 tested, 0.18% active;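 active = activation above its plate's cutoff, the mean activation of test wells on that plate plus 3 SD, cut at about 19% in these data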;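 note: 0% = DMSO alone and 100% = 87 µM carbachol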
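Material: zebrafish TRPN1-YFP in HEK293 cells; Doses: single test compound dose, 3 µM nominal, 0.3% DMSO; Timing: dye loading 1 h at 37 °C, then 30 min room temperature; Technique: intracellular calcium fluorescence with Fluo-8; Benchmarks: high carbachol 87 µM, low DMSO alone.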
EBV gp42 block: inhibitors of Epstein-Barr virus glycoprotein 42 | Q1HVG2 | Fluorescence polarization binding assay, mP read-out | inhibition, % (tested at 21.74 µM) | 220,000 tested, 0.42% active | AID 1085; in the data active = inhibition above about 50%
Target sequence (Q1HVG2 whole entry, looked up): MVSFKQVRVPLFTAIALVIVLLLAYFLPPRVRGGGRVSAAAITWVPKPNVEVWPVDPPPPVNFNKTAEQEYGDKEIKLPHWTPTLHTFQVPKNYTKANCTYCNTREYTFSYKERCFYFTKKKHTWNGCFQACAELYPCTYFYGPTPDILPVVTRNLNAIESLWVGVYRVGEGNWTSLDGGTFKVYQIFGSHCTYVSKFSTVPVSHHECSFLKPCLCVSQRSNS
TRPML3 ag: activates the human TRPML3 channel; activation, % at 3 µM; Q8TDD5; AID 1448; 220,000 tested, 0.29% active; HEK293 TRPML3-YFP, Fluo-8 calcium fluorescence; 100% = the carbachol control signal;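 active = activation above its plate's cutoff, the mean activation of the plate's test wells plus 3 SD, cut at about 12% in these data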;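 note: 0% = DMSO only wells and 100% = carbachol wells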
Target sequence (Q8TDD5 whole entry, looked up): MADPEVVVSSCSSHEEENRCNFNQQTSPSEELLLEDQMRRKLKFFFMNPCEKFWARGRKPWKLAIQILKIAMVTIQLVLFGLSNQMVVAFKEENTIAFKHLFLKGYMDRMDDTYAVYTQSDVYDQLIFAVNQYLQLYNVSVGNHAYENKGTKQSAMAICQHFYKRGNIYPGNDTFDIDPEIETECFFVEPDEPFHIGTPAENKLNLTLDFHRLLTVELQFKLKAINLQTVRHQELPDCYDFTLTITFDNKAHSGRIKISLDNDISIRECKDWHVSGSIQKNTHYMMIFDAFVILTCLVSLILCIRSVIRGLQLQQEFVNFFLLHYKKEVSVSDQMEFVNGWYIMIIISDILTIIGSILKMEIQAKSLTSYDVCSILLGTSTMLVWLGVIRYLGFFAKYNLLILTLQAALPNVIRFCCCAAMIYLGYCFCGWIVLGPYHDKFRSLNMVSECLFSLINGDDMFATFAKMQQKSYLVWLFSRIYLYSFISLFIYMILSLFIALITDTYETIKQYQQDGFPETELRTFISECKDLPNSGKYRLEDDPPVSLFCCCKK
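system = HEK293 cells stably carrying human TRPML3-YFP | doses = one concentration, 3 µM nominal, 0.3% DMSO | timing = dye loading 1 h 37 °C then 30 min ambient, 125 s read | detection = Fluo-8 calcium dye fluorescence, ex 470-495, em 515-575 nm | benchmarks = high control carbachol 87 µM, low control DMSO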
PPC-1+TRAIL kill: PPC-1 cancer cell killing with TRAIL present; 220,000 tested, 0.41% active; cell killing (% activity), % at 4 µM; AID 1443; PPC-1 cells + TRAIL, ATPLite viability luminescence;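 active = cell killing above 50% in the first pass at 4 µM, then a duplicate retest at 5 µM averaging 50% or more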;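 note: plate controls were cells with TRAIL plus DMSO for no effect and medium-only wells lacking cells for full effect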
KCC2 mod: KCC2 (human) Cl- transport modulation. KCC2 cells, thallium flux FluoZin-2 fluorescence. B-score of Tl+ flux slope (higher = more flux/activation; lower = inhibition) at 10 µM. 190,000 tested, 2.2% active;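 active = thallium flux slope and its plate-corrected score both differing from the plate sample mean at a set confidence after two filtering rounds, in either direction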;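 note: slope of fluorescence scaled to starting intensity during 10 to 20 s after thallium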
Furin inhibitor: inhibitors of human furin | purified furin, fluorogenic substrate cleavage | AID 463115 | inhibition, % at 30 µM | 220,000 tested, 0.061% active | P09958; in the data active = inhibition above about 25%; note: inactives centre near -15
Thrombin inh: thrombin (human) inhibition | P00734 | alpha-thrombin, Boc-VPR-AMC fluorogenic substrate cleavage | inhibition, % at 5 µM | 220,000 tested, 0.26% active | AID 1046;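 active = inhibition at or above 40%; inactive = inhibition below 40%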;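 note: 0% = enzyme with no compound and 100% = wells without enzyme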
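Test system: human alpha-thrombin protein / Dosing: one concentration per compound, 5 µM, with 0.2% DMSO / Medium: pH 7.5 Tris-saline with Tween 20 / Benchmarks: no-compound enzyme wells and no-enzyme blanks / Read-out basis: percent inhibition of thrombin substrate cleavage / Timing: reaction at room temperature / Measured by: fluorescence, ex 355 nm, em 460 nm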
Tb hexokinase: blocks Trypanosoma brucei hexokinase 1 activity; AID 1430; recombinant TbHK1, G6PDH-coupled NADH A340; inhibition, % at 10 µM; 220,000 tested, 0.11% active;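 active = inhibition of 50% or more in the single-dose primary screen; inactive = inhibition below 50%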
m-calpain inh: inhibitors of pig calpain II; inhibition, % at 16 µM; purified calpain II, fluorogenic peptide substrate, 30 min; 220,000 tested, 0.37% active;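 active = inhibition above about 50%, limit read from the data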
Numbers without * were called inactive; i = inactive; . = not tested or not shown; [ ] = dose if it differs, or a comment. Rows were taken by chance, and some 3.6% of all compounds hit somewhere here.

mol,TRPN1 ag,EBV gp42 block,TRPML3 ag,PPC-1+TRAIL kill,KCC2 mod,Furin inhibitor,Thrombin inh,Tb hexokinase,m-calpain inh
COc1ccc(C2CC(c3ccc(F)cc3)Nc3nc(N)nn32)cc1 (stereo not drawn),2.2,-22,0.1,9,-0.018,-19,3,5,-11
COc1cc(NC(=O)CN(C)C2CCCCC2)c(C)cc1[N+](=O)[O-],-2.1,-6,-0.9,16,-0.81,-5,-1,-11,16
O=C(Cn1cc2c(n1)CCCCC2)N1CCc2ccccc21,0.8,-13,1.3,18,-1.4,-27,-3,4,-2
O=C(NCCn1ccc2ccccc21)c1ccc(S(=O)(=O)N2CCOCC2)cc1,.,-11,.,23,0.048,-14,-1,0,2
Cc1oc(C(C)(C)C)cc1C(=O)N1CCCC1C(=O)O (stereo not drawn),7.0,-10,-0.2,16,0.67,-4[20 µM],3,7,-17
CCOC(=O)c1cn(CC)c2ccc(Br)cc2c1=O,-0.2,-58,-0.4,2,-0.83,-25,0,-19,-9
O=C(Cc1coc2ccc3ccccc3c12)N1CCCC1,2.0,-7,0.5,16,-1.2,-4[20 µM],2,-3,-11
Clc1ccc(-n2c(SC/C=C/c3ccccc3)nnc2-c2cccnc2)cc1,-0.6,-17,-0.1,23,-0.67,-13[20 µM],-3,-4,13
Cc1cccc(-c2nnc3n2N=C(c2ccccc2Br)CS3)c1,-1.0,-14,-1.1,16,-0.28,-33,0,4,-2
CC(C)CNc1nc(Oc2ccc(=O)[nH]n2)nc(N(C)C)n1,1.1,-10,0.8,7,0.11,-12[20 µM],-3,1,-37
CC(=O)c1cccc(NC(=O)N2CCC(c3ccc(C)cc3)C2)c1 (stereo not drawn),-2.1,-4,0.1,-20,-1.3,-19,-4,-1,-12
CN(C)c1cc[n+](/C(C(=S)Nc2ccc(SC(F)F)cc2)=C(/[O-])c2ccccc2)cc1,0.0,8,0.6,10,0.14,-18,-5,-1,-28
N#C/C(=C(/O)COc1cccc2ccccc12)c1nc2ccccc2[nH]1,0.1,-14,-0.2,26,-0.37,-5[20 µM],11,-15,-9
CC1SC(c2ccccc2Cl)NC1=O (stereo not drawn),1.3,-29,0.4,-6,-0.3,-17[20 µM],-21,-4,-14
CCS(=O)(=O)n1nc(-c2cccnc2)nc1NCc1ccc(F)cc1,-1.1,2,-0.1,-12,-0.84,-21,15,-2,8
Cc1noc(/C=C/N(C)C)c1S(=O)(=O)N1CCCC(C(=O)NCc2ccco2)C1 (stereo not drawn),0.1,1,0.4,29,0.25,-29,-2,-53,-28
CC(C)Cc1cc(-c2ccco2)c(C#N)c(N)n1,0.7,-12,0.3,3,.,-26,-7,-4,-42
N#Cc1cccc(C(c2nnnn2CCc2ccccc2)N2CCN(C3CCCCC3)CC2)c1 (stereo not drawn),0.7,-6,1.1,20,.,-19,-9,7,-22
CC(/C=C1\SC(=S)N(C(C(=O)O)c2ccccc2)C1=O)=C\c1ccccc1 (stereo not drawn),-0.1,-2,1.2,-3,-1.7,1,-4,4,33
CCSC1=C(C#N)C(c2ccccc2Cl)CC(=O)N1 (stereo not drawn),-0.8,-7,-0.1,-8,.,-22,0,8,-19
NNC(=O)CN1CCN(c2ncc(C(F)(F)F)cc2Cl)CC1,1.9,-5,1.6,-3,0.41,-28,-4,-1,-3
COc1ccc(F)cc1C(=O)C1CCCN(Cc2c[nH]c3ccccc23)C1 (stereo not drawn),2.7,-3,1.6,8,0.019,-22,-13,1,-15
Cc1nn(C)cc1CNC(=O)C1(C)CC1(Cl)Cl (stereo not drawn),1.8,2,0.9,-9,0.0029,-19,-7,-7,-12
CCC1CCCCN1CCNC(=O)CCS(=O)(=O)c1ccc(Br)cc1 (stereo not drawn),0.9,0,0.7,-1,0.38,-12[20 µM],4,-2,-5
COC(CNC(=O)c1ccc2c3c(onc13)-c1ccccc1C2=O)OC,27*,190*,18*,4,i,-16,1,-10,-18
O=C(Nc1cccc(Oc2ccc3c(c2)C(=O)NC3=O)c1)c1cccs1,-1.8,17,-0.4,0,-0.55,-16,-11,6,-28
CC(C(=O)NC(=O)NC1CCCCC1)N1CCN(c2ccccn2)CC1 (stereo not drawn),0.1,-6,0.7,6,.,-15[20 µM],2,2,1
O=C(Nc1ccccc1N1CCCCC1)c1ccc(F)cc1,-2.4,-9,0.2,13,.,-11[20 µM],-7,-1,-17
COc1ccc(OCCOC(=O)c2[nH]c(C)c(C(C)=O)c2C)cc1,8.8,1,3.7,-3,-0.71,-11,-8,0,13
NS(=O)(=O)c1ccc(Nc2ccc3nonc3c2[N+](=O)[O-])cc1,0.0,-3,0.1,9,1.5,-5,-10,0,29
CCN1CCn2c1nc(N1CCCCC1)nc2=O,1.2,-7,0.1,-6,0.32,-20[20 µM],-6,-2,30
O=C(CN(C1CCCCC1)S(=O)(=O)c1ccc(F)cc1)NCCCO,1.9,-7,0.2,5,.,-17,2,0,5
O=C(Nc1ccc(F)cc1)Nc1ccc(Oc2ncnc3cc(Cl)ccc23)nc1,1.5,-14,0.5,9,0.19,-19,-6,2,-17
O=C(O)CCCN1C(=O)/C(=C/c2ccc(-c3nc4ccccc4s3)o2)SC1=S,0.2,-39,0.3,8,.,1[20 µM],4,8,-5
COc1ccc(N2C(=O)CC(Sc3n[nH]c(-c4ccc(C)cc4)n3)C2=O)cc1 (stereo not drawn),-1.1,-21,0.5,23,1.2,-19,-3,-4,-25
CCOC(=O)C1=C(O)C(=O)NC(c2ccccc2)=C(OCC)C1,0.8,-12,-0.2,11,.,-31,-2,-4,-95
CCN=C(N/N=C/c1ccc([N+](=O)[O-])cc1)SC,2.1,-68,0.8,5,0.49,-4[20 µM],6,-20,12
COc1ccc(NC(=S)Nc2ccc(S(=O)(=O)N3CCOCC3)cc2)c(OC)c1,0.1,5,0.7,-16,0.26,-5,-6,5,7
Cc1cccc(C)c1NC(=S)N1CCOCC1,-0.3,-9,1.0,11,0.83,-27,-6,3,0
CC(C)(C)NC(=O)CSc1ncnc2c1nnn2Cc1ccccc1Cl,2.0,-18,-1.0,13,.,-19,-3,-3,3
Cc1ccc(NC(=O)Cc2ccccc2Cl)cc1S(=O)(=O)N(C)C,2.2,-16,1.2,12,0.85,-10,-9,2,-33
CCN(CC)S(=O)(=O)c1ccc(NN)nc1,0.0,-9,0.7,-10,0.017,-37,.,0,2
CN(CC(=O)NCc1ccccn1)S(=O)(=O)c1ccccc1,-0.1,-2,0.7,12,-0.95,-7[20 µM],12,-1,8
COc1ccc(C(=O)OCC(=O)Nc2cc(C)on2)cc1S(=O)(=O)N1CCOCC1,-0.9,-8,0.8,6,0.22,-26[20 µM],-17,-1,-42
COc1ccc(-c2cnc(N)nc2-c2ccc(OCc3ccccc3)cc2O)cc1,1.0,-2,-0.3,-5,-0.57,-10,-1,-36,3
CC1(C)CC(=O)C(Sc2nnc(-c3ccc(NS(C)(=O)=O)cc3)n2Cc2ccco2)C(=O)C1,-1.0,-20,0.1,14,.,-15,-4,5,3
CCOC(=O)c1nnn(-c2nonc2N)c1CSc1nnc(N)s1,0.6,-5,0.4,17,-0.1,-29,-5,-1,-33
O=CN1CCN(C(=S)Nc2ccc(OC(F)F)cc2)CC1,0.5,-10,0.9,8,0.52,-14,-1,9,3
c1ccc2[nH]c(CN3CCOCC3)nc2c1,-0.4,8,1.3,19,-0.46,-24[20 µM],-10,-6,-32
CNC(=S)N(Cc1ccco1)Cc1cc2cc(OC)c(OC)cc2[nH]c1=O,0.2,0,-0.5,25,-0.27,-15,-10,-15,-151
CCn1cc(CNC(=O)NC2CCCCC2)c(C)n1,0.6,-17,0.6,8,0.037,-8,-7,-2,4
NC1=NC[C@H](Cc2ccccc2)N1CCCCC1CCCCC1,.,10,.,11,1.2,-21,-13,18,9
Cc1ccc(C)c(S(=O)(=O)NCc2ccc(C(=O)NCc3ccco3)cc2)c1,0.3,-13,-0.6,-4,0.055,-14[20 µM],7,22,16
O=c1cc(-c2ccc(Cl)cc2)[nH]c2ccccc12,0.8,-17,0.3,8,0.065,-16,-5,-13,0
CCCCNC(=O)CCCCCn1c(=O)[nH]c2cc(C(=O)OC)ccc2c1=O,0.3,-31,0.1,20,0.16,-27,-2,-10,-138
COc1ccc(S(=O)(=O)Nc2cc(C(=O)NCCC(C)C)ccc2N2CCOCC2)cc1,-0.5,13,-0.9,-9,.,-19,1,-4,-60
Cc1ccccc1CN1C(=O)CSc2ccc(C(=O)N3CCOCC3)cc21,-0.4,-9,-0.3,-18,-0.32,9,1,-2,-25
COc1cccc(NC(=O)CSc2nnc(-c3cc(C)n(-c4ccccc4)c3C)o2)c1,-0.2,0,0.0,11,0.089,-22,-7,-3,5
O=C(Nc1ccccc1Br)c1ccc(OC(=S)N2CCOCC2)cc1,1.2,-19,0.5,.,-0.46,-32,10,-3,-22
Cc1nc(=O)c(-c2ccccc2)c(C)n1-c1ccc(C(=O)O)cc1,1.6,-16,0.1,11,-1.5,-12,2,10,18

Another view of 3 compounds above:
SMILES: NNC(=O)CN1CCN(c2ncc(C(F)(F)F)cc2Cl)CC1
- TRPN1 ag = 1.9
- EBV gp42 block = -5
- TRPML3 ag = 1.6
- PPC-1+TRAIL kill = -3
- KCC2 mod = 0.41
- Furin inhibitor = -28
- Thrombin inh = -4
- Tb hexokinase = -1
- m-calpain inh = -3

SMILES: COc1ccc(F)cc1C(=O)C1CCCN(Cc2c[nH]c3ccccc23)C1 (stereo not drawn)
- TRPN1 ag = 2.7
- EBV gp42 block = -3
- TRPML3 ag = 1.6
- PPC-1+TRAIL kill = 8
- KCC2 mod = 0.019
- Furin inhibitor = -22
- Thrombin inh = -13
- Tb hexokinase = 1
- m-calpain inh = -15

SMILES: Cc1nn(C)cc1CNC(=O)C1(C)CC1(Cl)Cl (stereo not drawn)
- TRPN1 ag = 1.8
- EBV gp42 block = 2
- TRPML3 ag = 0.9
- PPC-1+TRAIL kill = -9
- KCC2 mod = 0.0029
- Furin inhibitor = -19
- Thrombin inh = -7
- Tb hexokinase = -7
- m-calpain inh = -12

Carrying on:
mol,TRPN1 ag,EBV gp42 block,TRPML3 ag,PPC-1+TRAIL kill,KCC2 mod,Furin inhibitor,Thrombin inh,Tb hexokinase,m-calpain inh
Cc1cnnn1-c1cccc([N+](=O)[O-])c1,0.1,-13,1.3,-29,.,-26,-2,1,4
CN(CC(=O)Nc1ccc(C#N)cc1)Cc1ccc(Cl)c(Cl)c1,0.5,-4,1.0,12,-1.2,-21[20 µM],3,1,18
COc1cccc(C(=O)Nc2cc(=O)n(C)c(=O)n2C)c1OC,-0.4,-17,1.0,18,0.05,-22,-5,-14,11
Cc1nn(C)cc1CNC(=O)c1cnn2c1NC(c1ccc(Br)cc1)CC2C(F)(F)F (stereo not drawn),0.9,-11,0.6,-7,-0.27,-13,0,1,-42
Cn1c(=O)c2c(ncn2CC(O)CO)n(C)c1=O (stereo not drawn),0.7,-11,0.7,13,-0.072,-16,-5,-3,3
COc1cc2sc(C)nc2c2sccc12,-0.9,-32,-0.7,-1,-0.79,1,-4,0,15
Cc1nn(-c2ccccc2)c2sc(C(=O)OCn3nnc4ccccc4c3=O)cc12,0.3,-13,1.0,12,0.0075,-35,-6,-8,-29
COc1cccc(C(=O)N2CCN(Cc3ccccc3C(F)(F)F)CC2)c1,-0.5,-17,-0.2,-2,.,-8,-2,-11,13

Bioassay records (PubChem BioAssay)
